Source: PubChem (several laboratories)
NadD inh: NadD (S. aureus) enzyme inhibition; purified NadD enzyme, colorimetric absorbance read-out; inhibition, % at 20 µM; actives 0.78% (n = 360,000); AID 602399; in the data active = inhibition above about 26%; note: some compounds past the cut are filed as inactive
Neddylation inh: cullin neddylation inhibition | calls only at 25 µM | actives 0.58% (n = 360,000) | TR-FRET cullin neddylation, biochemical | P61081+Q13564 | AID 651699; in the data active = inhibition above about 36%
DNMT1 block: inhibitors of human DNMT1; DNMT1 molecular beacon, Hinp1I cleavage, fluorescence; AID 588458; P26358; actives 0.83% (n = 360,000); inhibition (reported as % activation of signal), % at 10 µM; in the data active = inhibition above about 50%
CSN inh: inhibitors of human CSN-mediated cullin deneddylation; Purified CSN, SCF-Nedd8-OG deneddylation, fluorescence polarization; inhibition, % at 12.5 µM; actives 0.38% (n = 360,000);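 active = pattern-corrected inhibition above about 35%, with an unprinted fluorescence ratio check between 0.5 and 1.5, limit read from the data, passing the limit was not always enough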;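 note: 0% = enzyme with substrate and 100% = substrate without enzyme; some results filed as inactive read as strong as hits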
Target sequence (Q92905 whole entry, looked up, one chain of several): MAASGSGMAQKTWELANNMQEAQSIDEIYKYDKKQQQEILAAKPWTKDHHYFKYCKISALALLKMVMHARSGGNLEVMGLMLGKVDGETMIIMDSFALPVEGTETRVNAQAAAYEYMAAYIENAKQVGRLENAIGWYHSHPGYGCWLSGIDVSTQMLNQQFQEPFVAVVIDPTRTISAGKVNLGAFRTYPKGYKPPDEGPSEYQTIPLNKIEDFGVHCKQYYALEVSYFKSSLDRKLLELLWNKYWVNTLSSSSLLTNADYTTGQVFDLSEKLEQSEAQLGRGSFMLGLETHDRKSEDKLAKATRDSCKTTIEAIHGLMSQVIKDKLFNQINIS
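test system = HEK293T-derived human Csn5 enzyme | amount = 0.24 nM Csn5 enzyme, final concentration | medium = Tris/NaCl/DTT buffer, pH 7.5 | schedule = 90 min reaction at room temperature | signal = FP | evaluation = inhibition of Csn5 cleavage, % | compound dosing = single dose of 12.5 µM compound with 0.25% DMSO | probe or stimulus = 10 nM SCFSkp2-Nedd8OG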
SUMO1 PPI mod: SUMO1-SIM interaction modulation; P63165; SUMO1 binding to a labelled peptide, TR-FRET, 1 h; inhibition, % at 20 µM; actives 0.33% (n = 360,000); in the data active = inhibition above about 37%
Target sequence (P63165 whole entry, looked up): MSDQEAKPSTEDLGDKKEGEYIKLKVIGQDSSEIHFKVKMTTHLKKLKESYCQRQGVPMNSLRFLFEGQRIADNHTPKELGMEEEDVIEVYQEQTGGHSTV
STEP block: STEP (human) phosphatase inhibition; actives 0.25% (n = 360,000); inhibition, % at 20 µM; P54829; recombinant STEP, OMFP fluorogenic substrate, fluorescence;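 active = inhibition at 20 µM, scaled per plate between control wells, above about 37%, limit read from the data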;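 note: 0% = DMSO with enzyme and substrate and 100% = substrate only without enzyme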
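System: STEP (striatal-enriched tyrosine phosphatase) enzyme, cell-free; medium: Bis-Tris pH 6.0 buffer with DTT, detergent; dosing: 20 µM, 1% DMSO; times: reaction 20 min, ambient temperature; detection: fluorescence, 480/540 nm; read-out basis: normalized % inhibition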
Scp1 inh: Scp-1 (human) phosphatase inhibition | Q9GZU7 | Recombinant Scp1, phosphopeptide, malachite green phosphate absorbance | inhibition, % at 20 µM | actives 0.88% (n = 340,000);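 active = inhibition above about 50% at 20 µM, limit read from the data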;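 note: plate controls were DMSO wells with enzyme for no effect and wells lacking enzyme for full effect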
Target sequence (Q9GZU7 76-261 limits assumed): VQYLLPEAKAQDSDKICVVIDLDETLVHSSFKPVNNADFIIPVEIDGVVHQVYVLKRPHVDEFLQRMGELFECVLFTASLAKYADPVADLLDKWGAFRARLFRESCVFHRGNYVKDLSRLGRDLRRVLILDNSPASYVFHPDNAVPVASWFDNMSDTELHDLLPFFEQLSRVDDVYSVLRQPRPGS
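Assay system: SCP-1 catalytic fragment, aa 76-261 | Buffer or medium: Tris acetate buffer pH 5.5 with MgCl2 and Tween-20 | Compound: One concentration, 20 µM, with 1.0% DMSO | Also added: Phospho 17-mer peptide substrate | Signal: Absorbance at 630 nm | Incubation: 45 min enzyme reaction at room temperature | Measure: % inhibition of SCP-1 phosphate liberation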
Rin1 Abl inh: blocks binding of human Rin1 to Abl; inhibition, % at 7.35 µM; actives 0.4% (n = 360,000); P00519+Q13671; AID 588664; TR-FRET Rin1/Abl binding, biochemical; in the data active = inhibition above about 5%, passing the limit was not always enough
LMPTP inh: LMPTP (human) inhibition. recombinant LMPTP-A, OMFP fluorogenic substrate, fluorescence intensity. P24666. actives 0.22% (n = 360,000). inhibition, % at 20 µM. AID 651560;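 active = compounds that cut the enzyme signal by at least half of the control window in the single-dose screen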;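 note: plate controls were DMSO wells with enzyme plus substrate for no effect and substrate without enzyme for full effect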
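Buffer or medium: Bis-Tris pH 6.0, DTT, detergent; Assay system: LMPTP-A enzyme; Quantity: 0.625 nM enzyme; Detection: endpoint fluorescence intensity; Times: 50 min dark incubation at room temperature; Controls: substrate-only low control, DMSO enzyme-plus-substrate high control; Doses: single 20 µM dose; Read-out: percent inhibition versus substrate-only and uninhibited controls; Reagent: 400 µM OMFP.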
Rpn11 block: Rpn11 (human) deubiquitinase inhibition. human 26S proteasome, Ub4-pepOG fluorescence polarization; 20S core pre-blocked with epoxomicin. calls only at 20 µM. actives 0.59% (n = 360,000). AID 588493;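 active = inhibition at 20 µM, scaled to each plate's controls, above about 33%, limit read from the data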
Target sequence (O00487 whole entry, looked up): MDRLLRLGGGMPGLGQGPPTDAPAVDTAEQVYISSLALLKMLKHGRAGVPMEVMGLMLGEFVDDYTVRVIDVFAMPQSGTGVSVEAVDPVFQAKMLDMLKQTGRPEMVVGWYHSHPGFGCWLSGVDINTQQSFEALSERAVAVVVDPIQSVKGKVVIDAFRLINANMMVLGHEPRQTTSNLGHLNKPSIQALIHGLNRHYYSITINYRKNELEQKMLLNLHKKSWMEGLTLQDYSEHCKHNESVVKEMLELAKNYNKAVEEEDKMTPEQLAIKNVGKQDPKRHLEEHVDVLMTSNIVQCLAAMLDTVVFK
* hit, by the source's call; i = inactive; . = no result given.

#1 CC(=O)OCCCCON1C(=O)c2ccccc2C1=O
#2 CCOC(=O)N1CCC(N(CCOC)C(=S)Nc2cccc(SC)c2)CC1
#3 CCN1CCN(C(=O)CSc2cc(=O)n(CC)c3ccccc23)CC1
#4 O=C(NC(=S)NC1CCS(=O)(=O)C1)c1cccc([N+](=O)[O-])c1 (configuration not stated)
#5 Fc1ccccc1NC(=S)N/N=C/c1ccccc1Br
#6 C=CCn1c(=O)c(C(=O)NCCN(CC)CC)c(O)c2ccccc21
compound no. | 1 | 2 | 3 | 4 | 5 | 6
NadD inh | 4 | -4 | -1 | 6 | 1 | -1
Neddylation inh | i | i | i | i | i | i
STEP block | 0 | 13 | -2 | 0 | 17 | -1
SUMO1 PPI mod | -4 | 1 | -1 | -27 | 2 | -3
LMPTP inh | -1.6 | 0.5 | -0.2 | -0.5 | 1.4 | 0.5
CSN inh | -2 | -2 | 0 | -1 | -1 | -2
Rpn11 block | i | i | i | i | i | i
Rin1 Abl inh | -3 | 1 | -35 | -1 | 5 | 0
Scp1 inh | 14 | 4 | -3 | -1 | -10 | -13
DNMT1 block | -7 | 0 | -2 | 0 | -1 | 3

#7 COc1ccc(NS(=O)(=O)c2cccc(C(=O)NCC(c3ccccc3)N(C)C)c2)cc1 (configuration not stated)
#8 CNC(=O)/C(C#N)=C/c1c(N2CCN(c3cccc(Cl)c3)CC2)nc2c(C)cccn2c1=O
#9 N#Cc1ccc(COC(=O)c2ccc(N3CCCC3)c([N+](=O)[O-])c2)cc1
#10 COc1ccc(C(=O)NC(=S)Nc2ccccc2N2CCOCC2)cc1[N+](=O)[O-]
#11 CCOc1ccc(N2CC(C(=O)NCc3ccccc3)CC2=O)cc1 (configuration not stated)
#12 O=C1OCCN1C(=O)[C@H]1[C@H](c2ccc([N+](=O)[O-])cc2)C(c2ccc(F)cc2)=NN1c1ccc(Br)cc1
compound no. | 7 | 8 | 9 | 10 | 11 | 12
NadD inh | -6 | -2 | -8 | -6 | 6 | 18
Neddylation inh | i | . | i | i | i | i
STEP block | 0 | 1 | 1 | 0 | -3 | -5
SUMO1 PPI mod | -75 | -16 | -6 | -7 | -2 | -3
LMPTP inh | -10 | 2.0 | 2.9 | 0.2 | -0.4 | 2.3
CSN inh | -1 | -2 | -1 | -13 | -5 | -8
Rpn11 block | i | i | i | i | i | i
Rin1 Abl inh | 2 | 1 | 3 | -3 | -1 | 2
Scp1 inh | -6 | -3 | -7 | -9 | 0 | -1
DNMT1 block | -15 | -2 | -3 | -6 | -1 | -9

#13 O=C(O)c1ccccc1NC(=S)NC(NC(=O)c1ccccc1[N+](=O)[O-])C(Cl)(Cl)Cl (configuration not stated)
#14 O=C(O)C1CCCNC1 (configuration not stated)
#15 Cc1nnc(SCCC(=O)Nc2ccccc2Cl)o1
#16 CC1=C(C(=O)Nc2cccc(C(=O)NC(C)C)c2)SCCO1
#17 O=C(NC1CCCc2c1cnn2-c1ccc(F)cc1F)c1ccccc1N1CCOCC1 (configuration not stated)
#18 N#Cc1ccccc1OCC(=O)NCC(c1cccs1)N1CCOCC1 (configuration not stated)
compound no. | 13 | 14 | 15 | 16 | 17 | 18
NadD inh | -4 | 4 | 0 | 0 | -2 | -3
Neddylation inh | i | i | i | i | i | i
STEP block | 2 | 0 | -3 | 2 | -1 | -4
SUMO1 PPI mod | 0 | 3 | 2 | 6 | -2 | 3
LMPTP inh | -0.7 | -1.9 | -1.0 | -1.1 | 0.2 | 0.1
CSN inh | 1 | 0 | 3 | 0 | 3 | 5
Rpn11 block | i | i | i | i | i | i
Rin1 Abl inh | 0 | 0 | 0 | 7 | -2 | 2
Scp1 inh | -2 | -6 | -2 | 25 | 2 | 34
DNMT1 block | -1 | -5 | 1 | -1 | -2 | 1

#19 Nc1ccc(Sc2nc3ccccc3[nH]2)cc1
#20 CCCc1cc(=O)n2[nH]c(SCc3ccc(Cl)cc3)nc2n1
#21 N#Cc1ccsc1NC(=O)c1ccc(Cl)c([N+](=O)[O-])c1
#22 Cc1ccc([N+](=O)[O-])c(C)[n+]1C
#23 Cc1ccc(-c2nc(CS(=O)(=O)CC(=O)NC3CCCCC3C)c(C)o2)cc1 (configuration not stated)
#24 Nc1c(Cl)cc(-c2csc(N3CCCC3c3nc4cc(Cl)c(N5CCCCC5)cc4n3CCOCCO)n2)cc1Cl (configuration not stated)
compound no. | 19 | 20 | 21 | 22 | 23 | 24
NadD inh | 4 | 2 | 2 | 17 | -2 | 28
Neddylation inh | i | i | i | i | i | i
STEP block | -3 | 0 | 2 | -5 | 0 | 8
SUMO1 PPI mod | 0 | 2 | -15 | -4 | 8 | 2
LMPTP inh | 0.8 | -1.0 | 0.7 | -0.8 | 0.3 | 5.5
CSN inh | -9 | 3 | 3 | 0 | 4 | 5
Rpn11 block | i | i | i | i | i | i
Rin1 Abl inh | 2 | 1 | 2 | -1 | -1 | -6
Scp1 inh | -1 | -13 | -2 | 42 | -10 | -9
DNMT1 block | -13 | 3 | -8 | -6 | 4 | -19

#25 Cc1ccc(Cl)cc1NC(=O)C1CC1c1ccccc1 (configuration not stated)
#26 COc1ccccc1NCC(=O)NC(=O)NC1CCCCC1
#27 Cc1nn(C)cc1/C=N\NC(=O)c1ccc(Cn2cc(Cl)cn2)cc1
#28 CCN(C(=O)COC(=O)C1CCN(S(=O)(=O)c2ccc3c(c2)OCCO3)CC1)C1CCS(=O)(=O)C1 (configuration not stated)
#29 CSCC[C@H](NC(=O)C1=NN(c2c(F)c(F)cc(F)c2F)C(=O)CC1)c1nc2ccccc2[nH]1
#30 O=[N+]([O-])c1ccc(OCCCn2cncn2)cc1
compound no. | 25 | 26 | 27 | 28 | 29 | 30
NadD inh | -7 | 1 | -1 | -4 | 3 | 0
Neddylation inh | i | i | i | i | i | i
STEP block | 0 | 0 | -5 | 1 | 0 | 2
SUMO1 PPI mod | -3 | 2 | -1 | 0 | -1 | -14
LMPTP inh | 2.1 | -0.7 | -0.3 | -0.1 | -0.3 | -0.4
CSN inh | 1 | 0 | 0 | -5 | -2 | -4
Rpn11 block | i | i | i | i | i | i
Rin1 Abl inh | 4 | 1 | -3 | 3 | -2 | -3
Scp1 inh | -6 | -4 | 1 | -4 | 8 | -1
DNMT1 block | 1 | -5 | -1 | 0 | -11 | 0

Values in list order from above.
Entries 25 to 30 in LMPTP inh read 2.1, -0.7, -0.3, -0.1, -0.3, -0.4
Entries 25 to 30 in STEP block read 0, 0, -5, 1, 0, 2
Entries 25 to 30 in Rpn11 block read i, i, i, i, i, i

(listing goes on)
#31 CCC(C)c1ccccc1N1CC(C(=O)N2CCN(c3ccccc3)CC2)CC1=O (configuration not stated)
#32 COc1cc(/C=C2\SC(=S)N(c3cccnc3)C2=O)ccc1O
#33 COc1ccc(-c2csc(NC(=O)CSc3nnnn3C)n2)cc1OC
#34 CCOc1ccc(-c2cc(CCCC(=O)NCCc3ccc(OC)c(OC)c3OC)no2)cc1
#35 O=C(Nc1cnc2ccccc2c1)N1CCCCC1
#36 COc1cc2c(cc1OC)CN(c1nc(CN3CCCCC3)nc3sc4c(c13)CCCC4)CC2
compound no. | 31 | 32 | 33 | 34 | 35 | 36
NadD inh | 1 | -2 | -3 | -8 | 0 | 1
Neddylation inh | i | i | i | i | i | i
STEP block | 1 | 23 | 3 | 1 | -2 | -3
SUMO1 PPI mod | 5 | 109* | 1 | -3 | -9 | 0
LMPTP inh | -0.2 | 13 | -1.0 | 1.7 | -3.2 | -0.2
CSN inh | 0 | 149 | 4 | -4 | 2 | 0
Rpn11 block | i | . | i | i | i | i
Rin1 Abl inh | 0 | -5 | 4 | -4 | -2 | 3
Scp1 inh | -4 | 13 | -4 | -5 | -15 | -7
DNMT1 block | -2 | 57* | -2 | -5 | -4 | -11

#37 Cc1nc(SCC(=O)Nc2c(C)n(C)n(-c3ccccc3)c2=O)n[nH]1
#38 CCOc1ccc2c(c1)C(=NNC(=O)c1ccccn1)c1cc(OCC)ccc1-2
#39 COC(=O)C1=C(CN2CCCc3ccccc32)NC(=O)NC1c1ccc(F)cc1 (configuration not stated)
#40 O=C(O)C12C3CCC(O3)C1(C(=O)O)C1CCC2O1 (configuration not stated)
#41 CN(c1ccc(F)cc1)S(=O)(=O)c1ccc(Cl)c(C(=O)Nc2ccc3c(c2)CCC3)c1
#42 O=c1[nH]cc(C(F)(F)F)cc1NS(=O)(=O)c1ccc([N+](=O)[O-])cc1
compound no. | 37 | 38 | 39 | 40 | 41 | 42
NadD inh | -8 | -5 | 0 | 6 | 2 | -2
Neddylation inh | i | i | i | i | i | i
STEP block | 4 | 1 | -1 | 0 | 3 | -6
SUMO1 PPI mod | 0 | -3 | -6 | -2 | 0 | -22
LMPTP inh | -0.1 | 0.2 | 2.0 | -0.1 | 0.2 | -0.9
CSN inh | -4 | 1 | -6 | -6 | 0 | 5
Rpn11 block | i | i | i | i | i | i
Rin1 Abl inh | -3 | -2 | -2 | -2 | 0 | 3
Scp1 inh | -5 | 1 | -8 | -3 | -17 | 35
DNMT1 block | 2 | 35 | -5 | 4 | -4 | 1

#43 COc1ccc(Cc2nc3ccc(C(=O)NCc4cccc(C)n4)cc3o2)cc1OC
#44 CC(=O)OC1c2ccccc2C(=O)N1Cc1ccccc1 (configuration not stated)
#45 CCCCNC(=O)C1CCN(Cc2ccc(OCc3ccccc3)cc2)CC1
#46 O=C(Nc1cc(S(=O)(=O)N2CCOCC2)ccc1N1CCOCC1)c1cccc(Cl)c1
#47 O=C(c1ccccc1)N1CCN(C(=O)C2CC2)CC1
compound no. | 43 | 44 | 45 | 46 | 47
NadD inh | 7 | -7 | -8 | 1 | 2
Neddylation inh | i | i | i | i | i
STEP block | -2 | 0 | -1 | 0 | -2
SUMO1 PPI mod | -5 | 4 | -1 | 0 | -1
LMPTP inh | -0.3 | -2.1 | -1.4 | -1.3 | -1.0
CSN inh | -3 | -5 | -5 | -1 | 0
Rpn11 block | i | i | i | i | i
Rin1 Abl inh | -2 | -2 | 6 | 1 | 2
Scp1 inh | . | 2 | -7 | . | -1
DNMT1 block | 2 | 3 | -3 | -5 | 3

Grouped by structure, the compounds so far containing a cyano group (four)
#8 CNC(=O)/C(C#N)=C/c1c(N2CCN(c3cccc(Cl)c3)CC2)nc2c(C)cccn2c1=O
#9 N#Cc1ccc(COC(=O)c2ccc(N3CCCC3)c([N+](=O)[O-])c2)cc1
#18 N#Cc1ccccc1OCC(=O)NCC(c1cccs1)N1CCOCC1 (configuration not stated)
#21 N#Cc1ccsc1NC(=O)c1ccc(Cl)c([N+](=O)[O-])c1
compound no. | 8 | 9 | 18 | 21
NadD inh | -2 | -8 | -3 | 2
Neddylation inh | . | i | i | i
STEP block | 1 | 1 | -4 | 2
SUMO1 PPI mod | -16 | -6 | 3 | -15
LMPTP inh | 2.0 | 2.9 | 0.1 | 0.7
CSN inh | -2 | -1 | 5 | 3
Rpn11 block | i | i | i | i
Rin1 Abl inh | 1 | 3 | 2 | 2
Scp1 inh | -3 | -7 | 34 | -2
DNMT1 block | -2 | -3 | 1 | -8
